# ERG Ets-DNA blk: blocks human ERG Ets domain binding to DNA. fluorescence polarization, His-ERG Ets domain / labelled DNA. Potency, µM (titrated, usually from 76.9 µM), inactives show at the top dose FP activity, negative = inhibition, usual class: inhibitors. 370,000 compounds, 0.028% hits. AID 624246; active means well fitted inhibition curve with a large enough effect in the polarisation, with a control signal flat; inconclusive means small, poorly fitted or top-dose-only effect, or effect the other way, or a change in a side signal; inactive means no such curve, though single readings can be large or run the other way; the % refers to the polarisation;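 further: polarization taken with two DNA probes labelled with fluorescein and Texas red; potency means the concentration at half of the fitted maximal effect; % of control where 0% means no effect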
# Target sequence (P11308 whole entry, looked up, the tested form may be a part): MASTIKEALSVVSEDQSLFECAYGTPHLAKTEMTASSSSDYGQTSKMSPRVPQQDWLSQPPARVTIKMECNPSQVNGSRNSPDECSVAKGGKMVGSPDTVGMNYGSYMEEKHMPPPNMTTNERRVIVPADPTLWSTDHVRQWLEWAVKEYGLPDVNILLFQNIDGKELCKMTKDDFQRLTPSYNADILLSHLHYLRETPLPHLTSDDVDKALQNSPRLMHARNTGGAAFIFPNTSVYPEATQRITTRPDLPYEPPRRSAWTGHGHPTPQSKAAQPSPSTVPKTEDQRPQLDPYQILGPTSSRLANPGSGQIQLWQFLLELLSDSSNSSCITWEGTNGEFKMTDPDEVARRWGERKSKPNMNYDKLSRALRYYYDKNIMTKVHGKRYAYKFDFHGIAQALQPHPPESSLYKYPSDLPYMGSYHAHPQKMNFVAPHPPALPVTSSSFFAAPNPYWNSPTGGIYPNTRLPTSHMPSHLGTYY
#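 His-tagged ERG Ets domain (1 uM in the protein solution; 300mM KCl, 50mM Tris-HCl, 1mM EDTA, 1mM DTT, pH 7.5) received compound, then a probe mix of 5 nM fluorescein-DNA and 100nM Texas-615-DNA. Fluorescence polarization was read for both dyes.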
# G9a inh: G9a (human) methyltransferase inhibition; Potency, µM (doses to about 102 µM), for inactives: at the top dose activity, negative = inhibition, hits mostly inhibitors; G9a H3K9 monomethylation, AlphaScreen, 2 h; 350,000 compounds, 8.8% hits; AID 504332; further: potency means the concentration at half of the fitted maximal effect; on the % scale 0 is the no-effect control and ±100 the full control effect; nearly all actives have a fitted effect of over 75% in size
#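 G9a (20 nM) was preincubated 15 min with compound, then reacted 2 h at room temperature with 500 nM biotin-H3K9 peptide and 20 µM SAM. Monomethyl-H3K9 detected by AlphaScreen using anti-H3K9me1 antibody.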
# RGS4 inhibitor: human RGS4 inhibition | P49798 | Transcreener GDP fluorescence polarization, RGS4-accelerated GTP hydrolysis | Potency, µM (doses to about 114 µM), for inactives: top-dose activity change, negative = inhibition, usual class: inhibitors | 390,000 compounds, 0.039% hits | AID 504845; further: potency means the concentration at half of the fitted maximal effect; on the % scale 0 is the no-effect control and ±100 the full control effect; nearly all actives have a fitted effect of over 75% in size; some results filed as inactive show a strong effect at the top dose
#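 MLSMR compounds (23 nl, pin-transferred) preincubated 10 min at room temperature with a 500nM (2x) first reagent, then RGS4 at 900nM (2x) plus Transcreener GDP mix added; fluorescence polarization (620/688 nm) read before and after 90 min at 30 °C.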
# PI4K2A inh: inhibitors of human PI4K2A. Q9BTU6. purified PI4K2A, ADP-Glo luminescence, 1 h; hits give low values. activity change, negative = inhibition, % at 76.9 µM. 420,000 compounds, 0.13% hits; in the data active means activity change below about -50%; inconclusive means mostly about -30% to -49%;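 further: -100% = wells without enzyme as full effect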
#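 In this quantitative HTS, ADP production by PI4K2A was quantified luminescently after 1 h at ambient temperature; 100 microM adenosine served as plate-quality control.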
# JMJD2A Tudor inh: inhibitors of human JMJD2A Tudor domain; Potency, µM (top dose mostly 114 µM), inactives show at the highest dose activity change, negative = inhibition, hits mostly inhibitors; O75164; AlphaScreen JMJD2A-Tudor / H3K4me3 peptide binding; 390,000 compounds, 4.4% hits; AID 504339; further: potency means the concentration at half of the fitted maximal effect; on the % scale 0 is the no-effect control and ±100 the full control effect; nearly all actives have a fitted effect of over 50% in size
# 12-LOX inh: inhibitors of human 12S-lipoxygenase ALOX12 | purified 12hLO, xylenol orange hydroperoxide absorbance | Potency, µM (series often up to 108 µM), for inactives: at the highest dose activity change, negative = inhibition, hits mostly inhibitors | 580,000 compounds, 1.1% hits | AID 1671190; further: potency means the concentration at half of the fitted maximal effect; on the % scale 0 is the no-effect control and ±100 the full control effect
#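 Purified human 12hLO at 150 nM in 25 mM Hepes, 0.01% Triton X-100, pH 7.0, preincubated 15 min at room temperature with compound. Reaction started with 40 uM arachidonic acid, 30 min at room temperature. Hydroperoxide measured by Fe-xylenol orange, 573/405 nm absorbance ratio.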
# HP1b chromo inh: HP1-beta chromodomain-methylated histone interaction inhibition | AID 540317 | P83916 | 390,000 compounds, 0.56% hits | AlphaScreen HP1-beta / biotin-H3K9me3 peptide binding | Potency, µM (doses to about 114 µM), without a hit: at the highest dose activity change, negative = inhibition, actives largely listed as inhibitors; further: potency means the concentration at half of the fitted maximal effect; nearly all actives have a fitted effect of over 70% in size; inactives centre near 23
#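 HP1-beta protein (50 nM final) preincubated 30 min at room temperature with biotinylated H3(1-18)K9me3 peptide (50 nM) in PBS pH 7.4, 0.01% Tween-20, then compound added for 30 min. AlphaScreen streptavidin donor/nickel chelate acceptor beads (10 ug/mL final), 30 min dark, luminescence read.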
# GLS inh: inhibitors of human glutaminase (GLS). 410,000 compounds, 0.21% hits. GLS enzymatic activity, qHTS titration. AID 624170. O94925. Potency, µM (series often up to 45.5 µM), for the others: top-dose activity change, negative = inhibition, actives largely listed as inhibitors; further: potency means the concentration at half of the fitted maximal effect; on the % scale 0 is the no-effect control and ±100 the full control effect
# Target sequence (O94925 whole entry, looked up): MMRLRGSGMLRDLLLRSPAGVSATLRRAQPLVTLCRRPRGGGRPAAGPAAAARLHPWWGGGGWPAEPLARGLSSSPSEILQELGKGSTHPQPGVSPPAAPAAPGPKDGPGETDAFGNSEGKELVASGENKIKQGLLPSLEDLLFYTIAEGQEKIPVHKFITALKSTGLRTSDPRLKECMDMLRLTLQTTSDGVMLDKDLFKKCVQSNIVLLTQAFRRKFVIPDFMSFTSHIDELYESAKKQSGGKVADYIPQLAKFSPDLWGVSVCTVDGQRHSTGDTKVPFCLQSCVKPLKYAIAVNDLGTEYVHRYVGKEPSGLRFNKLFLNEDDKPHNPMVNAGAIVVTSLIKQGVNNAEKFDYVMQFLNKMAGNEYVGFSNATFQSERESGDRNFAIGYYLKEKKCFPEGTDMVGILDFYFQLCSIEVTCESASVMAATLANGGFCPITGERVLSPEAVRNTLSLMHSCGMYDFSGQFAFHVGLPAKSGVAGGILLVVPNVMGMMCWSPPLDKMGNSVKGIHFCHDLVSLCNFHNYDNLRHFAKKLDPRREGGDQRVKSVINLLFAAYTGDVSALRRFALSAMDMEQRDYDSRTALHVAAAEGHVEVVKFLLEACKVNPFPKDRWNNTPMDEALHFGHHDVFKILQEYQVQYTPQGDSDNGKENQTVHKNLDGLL
#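 Enzyme dispensed in phosphate buffer (45 mM, pH 8.2, 0.02% Tween-20), compounds pinned in, then 1 mM L-glutamine solution and the glutamate oxidase–HRP–Amplex Red mix added; fluorescence read immediately and again after 30 min at room temperature.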
# BAZ2B inh: blocks human BAZ2B; Potency, µM (titrated, usually from 114 µM), without a hit: top-dose activity change, negative = inhibition, most hits filed as inhibitors; Q9UIF8; AlphaScreen BAZ2B-H3K14Ac peptide displacement; 360,000 compounds, 4.4% hits; further: potency means the concentration at half of the fitted maximal effect; on the % scale 0 is the no-effect control and ±100 the full control effect; nearly all actives have a fitted effect of over 60% in size
#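 AlphaScreen displacement of biotin-H3(5-23)K14Ac peptide (50 nM final) from BAZ2B (50 nM final) in PBS pH 7.4, 0.01% Tween-20; complex preformed 30 min RT, then compounds (top 110 uM) 30 min RT, beads 20 min dark.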
# Starred values were filed as active, the others as inactive; ? = inconclusive; . = no result given; [ ] = dose if it differs, or a comment. Unless noted, the call rests on the fitted dose curve; in most records, active means well fitted curve in the direction sought with a large enough effect; inconclusive means small, poorly fitted or top-dose-only effect, or another doubt; inactive means no such curve, though single readings can be large; an effect the other way counts as inactive or inconclusive. The list is partial, so the mix of outcomes need not match the whole.
SMILES,ERG Ets-DNA blk,G9a inh,RGS4 inhibitor,PI4K2A inh,JMJD2A Tudor inh,12-LOX inh,HP1b chromo inh,GLS inh,BAZ2B inh
CCCn1c(SCC(=O)NCCc2ccccc2)nnc1C(C)C,2%,2%,-2%,0,-4%,-1%,16%,1%,-2%
COc1ccc(OC)c(CN2CCN(C(=O)c3cccc4ccccc34)CC2)c1,-4%,2.5µM*,6%,14,10µM*,?,22µM*,-6%,40µM*
O=C(C[n+]1cccc2ccccc21)c1ccc([N+](=O)[O-])cc1,9%,?,?,-2,28µM*,?,-17%,0%,-31%
O=C(NCCC1CCCCN1S(=O)(=O)c1ccccc1)C(=O)Nc1ccccc1 (stereo not drawn),7%,11%[0.501 µM],-10%,1,-8%,0%,14%,3%,11%
CCc1ccc(C2CC(c3ccco3)=NN2S(C)(=O)=O)cc1 (stereo not drawn),13%,29%[0.501 µM],-24%,-8,-20%,69%,19%,-1%,-38%
COc1ccc(NC(=O)Nc2ccc(C(=O)N3CCOCC3)cc2)c(OC)c1,-16%,?,5%,2,-6%,-3%,23%,-2%,-28%
CCCCc1nc2sc3c(=O)n(N)cnc3c2c2c1CCC2,-2%,5%,-3%,-1,5%,-1%,41%[activator],0%,0%
c1ccc2c(c1)ccc1ccccc12,2%,.,11%,-4,50%[activator],14%,97%[activator],0%,.
Cc1ccc(C(=O)NCC(c2ccc3c(c2)OCO3)N2CCN(c3ccc(F)cc3)CC2)cc1 (stereo not drawn),1%,?,-11%,0,?,?,-11%[57 µM],8%,-10%
COC(=O)c1ccc(N/C=C\C(=O)c2ccc3c(c2)OCO3)cc1,-8%,.,5%,-13,-14%,-6%,34%,-8%,0%
Cc1cccc(NC(=S)N(CCCN2CCOCC2)C(C)c2cc3ccccc3o2)c1 (stereo not drawn),11%,8%[59 µM],-6%,8,-32%,11%,3%[57 µM],12%,-38%
CSc1nc(C(=O)N2CCCC(C(=O)c3ccc(Cl)cc3)C2)cs1 (stereo not drawn),8%,3%,10%,-19,-16%,-10%,38%,4%,-14%
CCOc1cccc(N)c1,6%,2%[0.501 µM],1%,-1,-12%,.,25%,-7%,13%
COc1ccc2[nH]c3c(=O)n(CCCC(=O)NC4CCCCC4C)c(=S)[nH]c3c2c1 (stereo not drawn),10%,.,-44%,14,-29%,?,-13%[57 µM],0%,?
CC(OC(=O)C1CC1)C(=O)Nc1ncc(Cl)cc1Cl (stereo not drawn),13%,-6%[0.501 µM],17%,2,-13%,3%,28%,-1%,9%
CC(OC(=O)c1ccc2ccccc2n1)C(=O)Nc1ccc(N2CCOCC2)cc1 (stereo not drawn),-1%,-24%[12.7 µM],-34%[11.4 µM],-14,-15%[11.4 µM],?,-1%,59%[activator],-36%
CC1(C)O[C@H]2CC(=O)OC[C@]23[C@H]2CC[C@@]4(C)[C@H](c5ccoc5)OC(=O)[C@H]5O[C@]54[C@]2(C)[C@@H](O)C[C@@H]13,-3%,-3%[2.33 µM],10%,-2,-17%,6%,18%,-1%,13%
COc1ccccc1NC(=O)C1CCCN(S(=O)(=O)c2ccc3c(c2)CC(C)N3C(C)=O)C1 (stereo not drawn),-2%,48%,34%,5,-19%,11%,28%,6%,-35%
O=C(CN1CCCC1)N1CCCc2c1c(=O)oc1ccc(OCc3ccccc3)cc21,0%,-3%[2.33 µM],-20%,1,-20%,-9%,27%,10%,-4%
Cc1ccc(NC(=O)CSc2nnc(-c3ccco3)n2N)cc1F,9%,-9%,18%[56.9 µM],-6,-26%,14%,27%,-13%,-14%[57.1 µM]
COC(=O)CNC(=O)c1cc(-c2ccncc2)nc2c(C)c(Cl)ccc12,-14%,29%[59 µM],-39%,1,-20%,-20%,23%,-16%,-10%
COC(=O)C1=CN(Cc2ccc(F)cc2)C=C(C(=O)OC)C1c1cc(OC)c(OC)c(OC)c1,5%,157%[activator],-6%,2,58%[activator],0%,61%[activator],-5%,31%
C=CCN(C(=O)CSc1nnnn1C)c1nc(-c2ccccc2)cs1,5%,?,-2%,0,-5%,1%,31%,1%,13%
CCn1c(SCC(=O)N2c3ccccc3CC2C)nnc1-c1ccco1 (stereo not drawn),5%,.,-5%,-1,-5%,0%,24%,-9%,.
CCCOc1ccc2[nH]c(C(=O)N/N=C/c3cc(OC)c(OC)c(OC)c3)cc2c1,17%,.,21%,-3,-9%,49%[activator],22%,-1%,-6%
# Next part.
SMILES,ERG Ets-DNA blk,G9a inh,RGS4 inhibitor,PI4K2A inh,JMJD2A Tudor inh,12-LOX inh,HP1b chromo inh,GLS inh,BAZ2B inh
COCCCNc1nc(N)c([N+](=O)[O-])c(Nc2cc(OC)ccc2OC)n1,-2%,-6%,-6%,-1,-2%,0%,10%,-12%,-2%
COc1ccc(NS(=O)(=O)c2ccc(N3C(=O)CCC3=O)cc2)cc1,6%,-10%[12.7 µM],2%,-16,-14%,0%,36%[activator],37%[activator],7%
Cc1c(P(=O)(c2ccccc2)c2ccccc2)c2ccccc2n1C,.,.,.,-22,22µM*,20µM*,.,3%,.
CCOc1ccccc1NC(=O)CSCC(=O)Nc1ccccc1,4%,12%[12.7 µM],26%,-2,-6%,12%,20%,6%,-5%
Nc1nc(N2CCN(c3ccc(F)cc3)CC2)n[nH]1,-2%,8%[59 µM],0%,2,2%[11.4 µM],2%,24%,0%,-6%
C=CCSc1nc(O)c(C2OC(=O)c3c2ccc(OC)c3OC)c(=O)n1-c1ccccc1 (stereo not drawn),12%,-37%,27%[56.9 µM],-6,-8%,3%,59%[activator],-6%,-14%
Cc1cc(S(=O)(=O)Nc2ccc(C(=O)NCCCn3ccnc3)cc2)ccc1F,-11%,7%[59 µM],10%,18,-26%,26%,12%,8%,2%
CCCOC(=O)CC1C(=O)NCCN1C(=O)OC(C)(C)C (stereo not drawn),10%,16%,-24%,-3,-16%,4%,34%[activator],-1%,5%
CCOCC(=O)Nc1ccc2c(c1)N(S(=O)(=O)c1cccs1)CCC2,2%,-4%,-24%,3,-16%,-1%,23%,1%,-5%
O=C(CN1CCN(Cc2ccccc2)CC1)Nc1ccc([N+](=O)[O-])cc1C(=O)Nc1ccccc1F,-8%,?,-2%,6,?,-4%,-15%,-8%,?
FC(F)(F)c1cc(-c2cccs2)nc(NCc2ccco2)n1,-3%,21%[59 µM],29%,-3,-1%,0%,36%[activator],-9%,0%
COc1ccc(OCC(=O)NC(=S)N2CCCc3ccccc32)cc1,.,?,-50%,3,56µM*,?,-26%,2%,50µM*
CCCCS(=O)CC(O)COc1ccc(C(C)(C)C)cc1 (stereo not drawn),-1%,?,42%,4,-4%,-1%,10%,4%,5%
CCC(C)c1ccc(NC(=O)C2=CC=CN3CCS(=O)(=O)N=C23)cc1 (stereo not drawn),5%,-10%[12.7 µM],-1%,1,-11%,61%[activator],22%,5%,6%
CN(C)N1C(=O)CC(C)(c2ccc([N+](=O)[O-])cc2)C1=O (stereo not drawn),-4%,36%[2.33 µM],-3%,-2,-6%,-23%,42%[activator],-1%,4%
CCOc1ccc(N=C2NC(=O)S/C2=C\c2ccc(Cl)cc2)cc1,11%,-11%[2.33 µM],-9%,-3,-32%,?,34%,-2%,-2%
COCCCNC(=O)C1CCN(c2ncnc3c2nc2n3CCCCC2)CC1,1%,0%[59 µM],16%,-6,-18%,11%,25%,-10%,3%
CC(=O)NN1C(=O)c2ccccc2NC1c1ccc(N(C)C)cc1 (stereo not drawn),2%,8%,18%,3,-13%,61%[activator],18%,33%[activator],0%
COc1ccc(Cl)cc1C(=O)Nc1ccncc1,-1%,?,-39%,-2,3%,5%,72%[activator],-28%,-12%
C/C=C\C(=O)Nc1cccc(C2=NOC3(C2)C[C@H](C(N)=O)N(C(=O)/C=C/CC)C3)c1 (stereo partly drawn),-12%,10%[59 µM],-6%,1,-17%,?,18%,1%,4%
Cc1ccc(NC(=O)CN2C(=O)CC(c3ccc(C)c(C)c3)=Nc3ccccc32)cc1,2%,-1%[59 µM],-6%,-2,-20%,-10%,9%,0%,-3%
O=S(=O)(c1ccc(Br)s1)N1CCCCC1,.,9%[12.7 µM],-13%,2,30%,-22%,38%,-5%,25%
CCNc1nc(CN2CCCCC2)nc2scc(-c3ccccc3)c12,0%,-11%[59 µM],-3%,-3,-31%,7%,11%,2%,-30%
CCOP(=O)(c1ccccc1Cl)C1(O)CCCCC1 (stereo not drawn),-5%,-38%[59 µM],?,4,-6%,4%,20%,9%,-1%
Cc1ccc(C)c(-n2nnnc2SCC(=O)c2ccc3c(c2)NC(=O)CO3)c1,-5%,50µM*,-29%[56.9 µM],-3,-15%[57.1 µM],6%,39%,-10%,?

# Molecules from the list above containing an NH in an aromatic ring, in the order listed:
SMILES,ERG Ets-DNA blk,G9a inh,RGS4 inhibitor,PI4K2A inh,JMJD2A Tudor inh,12-LOX inh,HP1b chromo inh,GLS inh,BAZ2B inh
COc1ccc2[nH]c3c(=O)n(CCCC(=O)NC4CCCCC4C)c(=S)[nH]c3c2c1 (stereo not drawn),10%,.,-44%,14,-29%,?,-13%[57 µM],0%,?
CCCOc1ccc2[nH]c(C(=O)N/N=C/c3cc(OC)c(OC)c(OC)c3)cc2c1,17%,.,21%,-3,-9%,49%[activator],22%,-1%,-6%
Nc1nc(N2CCN(c3ccc(F)cc3)CC2)n[nH]1,-2%,8%[59 µM],0%,2,2%[11.4 µM],2%,24%,0%,-6%

# Assay outcomes (PubChem)
